TAAR1 antag – human TAAR1 antagonists, primary screen, Fluo-8 calcium fluorescence, CHO RD-HGA16 cells; Trace amine-associated receptor 1 (Homo sapiens), Q96RJ0; antagonist; inhibition, % at 3 µM; actives 1.5% (n = 360,000); AID 624466, 2012;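 active = inhibition above a per-plate cutoff, the mean inhibition of test compounds on that plate plus 3 SD, cut at about 49% in these data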;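 note: 0% = DMSO plus EC80 beta-PEA response and 100% = DMSO alone without agonist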
Target sequence (Q96RJ0 whole entry, looked up): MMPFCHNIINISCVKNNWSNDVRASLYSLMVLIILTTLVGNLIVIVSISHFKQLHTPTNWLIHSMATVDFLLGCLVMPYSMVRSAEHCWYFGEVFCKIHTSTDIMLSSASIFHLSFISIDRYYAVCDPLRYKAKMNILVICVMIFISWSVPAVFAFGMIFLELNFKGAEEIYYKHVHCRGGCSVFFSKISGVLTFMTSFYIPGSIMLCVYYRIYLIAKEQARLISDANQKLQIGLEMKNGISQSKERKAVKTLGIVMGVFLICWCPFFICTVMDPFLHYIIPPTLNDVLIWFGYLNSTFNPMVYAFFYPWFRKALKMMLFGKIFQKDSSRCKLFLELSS
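Assay system: CHO-derived RD-HGA16 cells stably expressing human TAAR1 plus Gα16. Timing: 140 s kinetic read after compound, 140 s after agonist. Technique: kinetic Fluo-8 calcium fluorescence measurement. Measure: % inhibition of agonist calcium response.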
TAAR1 ag – human TAAR1 agonists, primary screen, Fluo-8 calcium fluorescence, CHO RD-HGA16 cells; vehicle wells 0%, saturating PEA agonist 100%; activation, % at 3 µM; actives 0.99% (n = 360,000); AID 624467, 2012;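 active = activation above the mean activation of all test compounds in the run plus 3 SD, cut at about 38% in these data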
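Repeats: no replicates (n 1) | Material: CHO-derived RD-HGA16 cells with stable Gα16 and human TAAR1 | Technique: Kinetic Fluo-8 calcium fluorescence | Schedule: 17-24 h seeding, 75 min 37 °C dye, 30 min RT | Evaluation: % activation from peak over basal fluorescence ratio, DMSO-to-PEA scaled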
* = called active by the depositor.

SMILES | TAAR1 antag | TAAR1 ag
COc1cccc(CN(C)C(=O)[C@@H](Cc2ccccc2)NC(=O)[C@H]2O[C@@H](n3ccc(=O)[nH]c3=O)[C@H](O)[C@@H]2O)c1 | -3.6 | 0.1
COc1ccc(NC(=O)C(c2ccnc3ccccc23)n2c(=O)c(-c3ccccc3)nc3ccccc32)cc1 (configuration not stated) | -22.2 | 3.1
O=C(N[C@@H](Cc1cccnc1)C(=O)N1CCC[C@H]1C(=O)NC1CCCC1)C1CCCC1 | -2.5 | 0.2
CC(CNC(=O)[C@@H](Cc1ccccc1)NC(=O)[C@H]1O[C@@H](n2ccc(=O)[nH]c2=O)[C@H](O)[C@@H]1O)c1ccccc1 (some centres not stated) | 5.4 | 1.0
COC(=O)C1=C(C)N(Cc2ccccc2)C(=S)NC1c1ccc(Cl)cc1 (configuration not stated) | 20.6 | 0.0
O=C(Nc1ccc2c(c1)OCCO2)C1C(=O)Nc2ccccc2C(=O)N1C1CCCCC1 (configuration not stated) | -12.3 | -0.4
Cc1[nH]c2ccccc2c1CC(=O)Nc1ccc(Nc2cccnc2)c(-c2cccc(Cl)c2)c1 | -0.4 | 1.1
CC(C)C[C@H](NC(=O)c1ccccc1)C(=O)N1CCC[C@H]1C(=O)NCc1ccccc1 | -24.8 | 8.5
CCC(C(=O)NC(C)(C)C)n1c(-c2ccccc2)nc2ccccc21 (configuration not stated) | -9.3 | -0.5
O=C(NCc1ccccc1)[C@H]1CCCN1C(=O)[C@H]1CCCN1C(=O)c1ccc(F)c(C(F)(F)F)c1 | -14.5 | -1.1
C[C@@H]1CN([C@H](C)CO)C(=O)c2cc(NS(=O)(=O)c3ccccc3)ccc2O[C@@H](C)CCCCO[C@@H]1CN(C)Cc1ccccc1 | -22.7 | -0.9
C[C@@H]1NS(=O)(=O)c2c(F)cccc2O[C@@H]1c1ccccc1 | 7.9 | -0.7
Cc1cccc(C)c1NC(=O)C(c1ccnc2ccccc12)N1CCN(CCN(C)C)CC1 (configuration not stated) | -24.2 | 3.3
CC(C)(C)N1C(=O)c2ccccc2NC(=O)C1C(=O)NCCc1ccccc1 (configuration not stated) | -12.4 | 8.9
CCC(=O)NNC(=O)CCC(=O)Nc1ccccc1 | -22.1 | 1.5
COc1ccc(S(=O)(=O)N2CCN(C(=O)COc3ccc4c(C)cc(=O)oc4c3)CC2)cc1 | -36.1 | 9.4
COC(=O)[C@@]12C[C@@H](CC(=O)NCc3ccccc3)C(=O)N(Cc3cccc4ccccc34)C1=CCC(C)(C)C2 | -12.7 | -0.9
Cc1ccc(S(=O)(=O)N[C@H]2CCC[C@@H]2O)cc1 | -6.1 | 2.2
COC(=O)C[C@H]1C=C[C@@H](NC(=O)NC2CCCCC2)[C@@H](CO)O1 | 0.3 | 0.6
CCOC1=C2CN(S(=O)(=O)c3ccc(C)cc3)C(c3cccc(Cl)c3)CC2N(S(=O)(=O)c2ccc(C)cc2)C(c2ccncc2)C1 (configuration not stated) | -2.3 | 0.8
O=C(c1ccccc1)N1CCC2CCN(S(=O)(=O)c3ccccc3)CC21 (configuration not stated) | -26.3 | 1.4
CCNC(=O)N(C)[C@H]1C[C@H]2c3[nH]c4c(-c5ccccc5)cccc4c3CCN2C(=O)[C@H]1[C@H](C)O | 18.4 | 3.5
CC(=O)c1ccc(N2CCN(C(=O)c3ccc4c(=O)[nH]c5c(C(=O)NC6CCCC6)sc(=S)n5c4c3)CC2)cc1 | -20.1 | 1.1
CC1(C(=O)NCc2ccccc2)CN(S(C)(=O)=O)CC(=O)N1CCCn1ccnc1 (configuration not stated) | -0.6 | -0.2
CCCCCCN(C(=O)CCCCCN1C(=O)NC(c2ccccc2)C(C(=O)OCc2ccccc2)=C1C)C(C(=O)NCCCC)c1ccc(OCC(=O)OC)c(C(=O)OC)c1 (configuration not stated) | 10.2 | 3.3

Ordered by heavy-atom count (descending): part of the list above
SMILES | TAAR1 antag | TAAR1 ag
CCCCCCN(C(=O)CCCCCN1C(=O)NC(c2ccccc2)C(C(=O)OCc2ccccc2)=C1C)C(C(=O)NCCCC)c1ccc(OCC(=O)OC)c(C(=O)OC)c1 (configuration not stated) | 10.2 | 3.3
CCOC1=C2CN(S(=O)(=O)c3ccc(C)cc3)C(c3cccc(Cl)c3)CC2N(S(=O)(=O)c2ccc(C)cc2)C(c2ccncc2)C1 (configuration not stated) | -2.3 | 0.8
C[C@@H]1CN([C@H](C)CO)C(=O)c2cc(NS(=O)(=O)c3ccccc3)ccc2O[C@@H](C)CCCCO[C@@H]1CN(C)Cc1ccccc1 | -22.7 | -0.9
CC(=O)c1ccc(N2CCN(C(=O)c3ccc4c(=O)[nH]c5c(C(=O)NC6CCCC6)sc(=S)n5c4c3)CC2)cc1 | -20.1 | 1.1
COc1ccc(NC(=O)C(c2ccnc3ccccc23)n2c(=O)c(-c3ccccc3)nc3ccccc32)cc1 (configuration not stated) | -22.2 | 3.1
CC(CNC(=O)[C@@H](Cc1ccccc1)NC(=O)[C@H]1O[C@@H](n2ccc(=O)[nH]c2=O)[C@H](O)[C@@H]1O)c1ccccc1 (some centres not stated) | 5.4 | 1.0
Cc1[nH]c2ccccc2c1CC(=O)Nc1ccc(Nc2cccnc2)c(-c2cccc(Cl)c2)c1 | -0.4 | 1.1
COc1ccc(S(=O)(=O)N2CCN(C(=O)COc3ccc4c(C)cc(=O)oc4c3)CC2)cc1 | -36.1 | 9.4
O=C(Nc1ccc2c(c1)OCCO2)C1C(=O)Nc2ccccc2C(=O)N1C1CCCCC1 (configuration not stated) | -12.3 | -0.4
CC(C)C[C@H](NC(=O)c1ccccc1)C(=O)N1CCC[C@H]1C(=O)NCc1ccccc1 | -24.8 | 8.5
CC1(C(=O)NCc2ccccc2)CN(S(C)(=O)=O)CC(=O)N1CCCn1ccnc1 (configuration not stated) | -0.6 | -0.2
CC(C)(C)N1C(=O)c2ccccc2NC(=O)C1C(=O)NCCc1ccccc1 (configuration not stated) | -12.4 | 8.9
COC(=O)C1=C(C)N(Cc2ccccc2)C(=S)NC1c1ccc(Cl)cc1 (configuration not stated) | 20.6 | 0.0
CCC(C(=O)NC(C)(C)C)n1c(-c2ccccc2)nc2ccccc21 (configuration not stated) | -9.3 | -0.5
COC(=O)C[C@H]1C=C[C@@H](NC(=O)NC2CCCCC2)[C@@H](CO)O1 | 0.3 | 0.6
C[C@@H]1NS(=O)(=O)c2c(F)cccc2O[C@@H]1c1ccccc1 | 7.9 | -0.7
CCC(=O)NNC(=O)CCC(=O)Nc1ccccc1 | -22.1 | 1.5
Cc1ccc(S(=O)(=O)N[C@H]2CCC[C@@H]2O)cc1 | -6.1 | 2.2

New compounds follow.
SMILES | TAAR1 antag | TAAR1 ag
CCN1C[C@@H]2[C@@H]3C(=O)N(Cc4ccccc4)C(=O)[C@@H]3[C@](CC)(C1=O)N2C(=O)c1ccc(Cl)cc1 | 2.7 | 12.2
Nc1[nH]c(C(=O)c2ccc(Cl)cc2)c(-c2ccc(Br)cc2)c1C(=O)NCc1ccc(Cl)cc1Cl | -9.4 | 0.2
COC(=O)C1=C(C)N(Cc2ccccc2C(F)(F)F)C(=NCc2ccc(OC)cc2)NC1c1ccc(F)cc1 (configuration not stated) | -12.3 | 16.6
CC(=O)O[C@@H]1C=C[C@@H](C#Cc2ccc(C(C)(C)C)cc2)O[C@@H]1COC(=O)NC(C)C | -4.4 | -1.9
CC(C)C1CC(N(C)C)=CC(=S)N1 (configuration not stated) | -7.5 | 0.8
CCC(C(=O)Nc1c(C)cccc1C)n1c(-c2cnc(C)cn2)nc2ccccc21 (configuration not stated) | -19.4 | 0.2
CC(C)(C)NC(=O)C(c1ccnc2ccccc12)n1c(=O)c(-c2ccccc2)nc2ccccc21 (configuration not stated) | -32.4 | 0.3
O=C(NCc1ccccc1)C(c1ccco1)N1CCN(c2ccccc2F)CC1 (configuration not stated) | -6.4 | 0.6
O=C(CS(=O)(=O)c1ccccc1)CS(=O)(=O)c1ccccc1 | -9.8 | 1.5
Cc1ccc(S(=O)(=O)NCc2ccccc2Br)cc1 | 5.3 | 1.0
CCOC(=O)N1CCN(C(=O)C[C@@H]2C[C@@]3(C(=O)OC)CCCCC=C3N(CCc3ccc(OC)c(OC)c3)C2=O)CC1 | 11.9 | 6.5
C[C@@H]1Cn2cnc(C(=O)N(C)Cc3ccccc3)c2C(=O)N1 | -2.5 | 3.2
CN(c1cccnc1)c1ccc(NC(=O)CCc2c[nH]c3ccccc23)cc1Br | 10.4 | 3.2
CC(=C1N=C(c2ccccc2)OC1=O)c1cccs1 | -18.3 | 0.9
COc1cccc(N)c1 | 4.7 | 2.1
COC(=O)[C@]12CCCCC=C1N(CCc1ccc(OC)c(OC)c1)C(=O)[C@H](CC(=O)NCC1CCCCC1)C2 | 34.0 | 6.2
O=C(NCc1ccccc1)[C@H]1CCCN1C(=O)[C@H]1CCCN1C(=O)c1ccc(F)c(F)c1 | -9.7 | 0.3
C#CCC1c2ccccc2CCN1CC=C (configuration not stated) | -3.4 | 2.5
COc1ccc(NC(=O)N(C)C[C@H]2OCCCC[C@H](C)Oc3ccc(NC(=O)Nc4cccc5ccccc45)cc3C(=O)N([C@@H](C)CO)C[C@H]2C)cc1 | -2.9 | 3.9
O=C1NC(c2ccccc2)(c2ccccc2)C(=O)N1CNc1ccccn1 | -9.4 | 0.3
CN1OC[C@@H]2CN3C(=NCCc4ccccc4)Sc4ccccc4[C@@H]3C[C@@H]21 | -16.2 | 22.6
Nc1sc(-c2ccccc2)cc1C(=O)NCCc1c[nH]c2ccccc12 | 9.6 | 2.3
O=C(Nc1c(Cl)c(C2CC2)nn1-c1ccccc1)C(Cl)(Cl)Cl | -12.3 | 1.5
CCOC(=O)CN1C(=O)[C@]2(OCCC=C[C@H]2C)c2c(Br)cccc21 | 29.3 | 5.9
COc1cc(C(=O)C(=O)N2CCN(c3ccc(C)cc3)CC2)cc2ccccc12 | -3.1 | 0.0

Carrying on.
SMILES | TAAR1 antag | TAAR1 ag
CCOC(=O)C1=C(C(=O)OCC)C2N(Cc3ccc(C(F)(F)F)cc3)c3ccccc3[C@@]23C[C@@H](C(=O)OC)N(S(=O)(=O)c2ccccc2C)C3=N1 (some centres not stated) | -33.6 | 1.4
CC(C)(C)S(=O)(=O)N1C[C@@H]2CC(=O)C(CCO)=C2[C@H]1CCO | -15.4 | 4.6
CCOC(=O)[C@]12CCCC=C1N(CCC1=CCCCC1)C(=O)[C@H](CC(=O)NCc1cccs1)C2 | 3.4 | 2.2
Cc1nnc2nc(N)[nH]n2c1=O | -2.4 | 4.8
COC(=O)C1=C(C)N(Cc2ccccc2C(F)(F)F)C(=NCc2cc(OC)c(OC)c(OC)c2)NC1c1ccccc1C(F)(F)F (configuration not stated) | -21.1 | -1.5
O=C1N(Cc2ccccc2)c2ccc(Br)cc2[C@]12C[C@H](O)CO2 | -21.1 | 0.2
Cc1ccc(C2c3c(n[nH]c3C)C(=O)N2c2ccccc2)cc1 (configuration not stated) | -28.4 | 0.0
CCOc1cccc(C=NNC(=O)C(=O)Nc2cccc(C(F)(F)F)c2)c1O | 14.5 | 5.8
CSc1cccc(NC(=S)NN/C(=N/S(=O)(=O)c2ccccc2)N2CCCC2)c1 | 0.0 | 1.5
O=C(N[C@H](C(=O)N1CCC[C@H]1C(=O)NC1CCCC1)c1ccccc1)C1CCCC1 | -24.1 | 1.5
Cc1cc2c(c(=O)o1)[C@@]1(C(=O)N(c3ccccc3)c3ccccc31)C1=C(CCCC1=O)O2 | 8.9 | 0.2
CC1(C(=O)NCc2ccccc2)CN(S(C)(=O)=O)CC(=O)N1Cc1cccc(F)c1 (configuration not stated) | -14.1 | 2.7
O=C(N[C@H](Cc1ccccc1)C(=O)NCc1ccc2c(c1)OCO2)[C@H]1O[C@@H](n2ccc(=O)[nH]c2=O)[C@H](O)[C@@H]1O | -12.4 | 0.7
COc1ccc(C2=Nc3ccccc3N(C(=O)c3ccc(C)cc3)C2C(=O)Nc2c(C)cccc2C)cc1 (configuration not stated) | -24.6 | 2.2
O=C(NCc1ccccc1)[C@H]1CCCN1C(=O)[C@H]1CCCN1C(=O)c1ccc(F)cc1 | -13.1 | 2.0
COc1ccccc1CNC(=O)C[C@@H]1CC[C@H]2[C@@H](COC[C@H](O)CN2Cc2ccccc2)O1 | 9.2 | 2.9
CSc1ccc(C(=O)NCC2CCN(C(=O)C(=O)c3cc4ccccc4o3)CC2)cc1 | -22.5 | 2.3
O=C(NCc1ccccc1)[C@H]1CCCN1C(=O)[C@H]1CCCN1C(=O)N1CCCCC1 | -0.6 | 1.1
COc1cccc(CNC(=O)[C@H]2CCCN2C(=O)[C@H]2CCCN2C(=O)c2ccccc2)c1 | -8.3 | 6.2
COC(=O)[C@]12C[C@H](CC(=O)NCc3ccc(C)o3)C(=O)N(Cc3ccccc3)C1=C[C@H](C(C)(C)C)O[C@@H]2C | -44.3 | -1.6

The list is partial; the hit share may differ from the screen's.
